Source: PubChem
PMK inhibit: inhibitors of Streptococcus pneumoniae phosphomevalonate kinase; actives 0.49% (n = 65,000); inhibition, % at 10 µM; purified PMK, PK/LDH-coupled NADH absorbance 340 nm; AID 539;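 active = top-ranked compounds by inhibition in the single 10 µM screen, taking a fixed number of the strongest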;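 note: 0% = full reaction with DMSO carrier and 100% = background rate without enzyme reaction; no value below 0 was filed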
HPDE-C7 cytotoxicity: cytotoxicity in HPDE-C7 cells, cell-based, fluorescence, HTS (AID 430). HPDE-C7 pancreatic duct cells viability, fluorescence; higher % means a stronger effect. one-dose cytotoxicity, % at 10 µM; EC50 in µM for titrated hits. actives 1.8% (n = 63,000);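 note: cells exposed to compound for 48 hours before viability readout; 0% = vehicle and 100% = reference cytotoxic drug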
HT1080 cytotoxicity: cytotoxicity in HT1080 fibrosarcoma cells, cell-based, fluorescence readout (AID 620); cytotoxicity, % at 10 µM; hits with a dose series show EC50 in µM; actives 0.42% (n = 87,000); HT1080 viability, fluorescence; higher % means a stronger effect;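 note: cells exposed to compound overnight then 4 h with Alamar Blue; 0% = vehicle DMSO and 100% = killing control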
Bfl-1 inhibitors: displacement of Bid BH3 peptide from Bfl-1 – biochemical, fluorescence polarization, FITC-Bid, mouse, primary screen (AID 432). FITC-Bid BH3 peptide fluorescence polarization displacement; higher % means a stronger effect. displacement, % at 20 µM, or IC50 in µM where a hit was titrated. actives 0.02% (n = 64,000); in the data active = a potency from the dose series; inactive = the rest, 99 in 100 with displacement below about 15%; note: strong numbers were not always called active
HPDE-C7K KRASV12: cytotoxicity in KRAS-transformed pancreatic duct cells, primary screen, cell-based, fluorescence, HTS (AID 431); HPDE-C7K KRASV12 cells, Alamar Blue viability, 48 h; higher % means a stronger effect; one-dose cytotoxicity, % at 10 µM; EC50 in µM for titrated hits; actives 1.7% (n = 63,000);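 active = compounds whose percent cytotoxicity in the single-dose primary screen, scaled between solvent and toxic-drug controls, exceeds 50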;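 note: 0% = DMSO solvent wells and 100% = doxorubicin-treated wells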
LYP inhibition: LYP phosphatase inhibitors, primary screen, biochemical, DiFMUP fluorescence, recombinant catalytic domain, 10 µM (AID 606) | recombinant LYP catalytic domain, DiFMUP fluorescence; higher % means a stronger effect | inhibition, % at 10 µM, or IC50 in µM where a hit was titrated | 52,000 tested, under 10 active;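 active = IC50 under 40 µM in the dose-response test; inactive = IC50 of 40 µM or more, or never dose-tested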
Spn MK inh: blocks S. pneumoniae mevalonate kinase; AID 555; purified MK, PK/LDH-coupled NADH absorbance 340 nm; inhibition, % at 10 µM; actives 0.48% (n = 65,000);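 active = ranked among the strongest by inhibition in the single 10 µM screen, a fixed top-ranked set picked for dose follow-up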; note: no value below 0 was filed
Spn DPM-DC inh: S. pneumoniae DPM-DC inhibition. purified DPM-DC, PK/LDH coupled NADH fluorescence. calls only at 10 µM. actives 0.49% (n = 65,000);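 active = the 320 compounds with the highest percent inhibition in the single-dose primary screen, excluding strongly autofluorescent ones, cut at about 32% in these data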;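 note: kinetic rate of NADH fluorescence loss reporting ADP formed by the decarboxylase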
TNAP inhibition: inhibition of tissue-nonspecific alkaline phosphatase – biochemical, luminescent (AID 518). purified TNAP enzyme, luminescent substrate readout; higher % means a stronger effect. inhibition, % at 20 µM, or IC50 in µM where a hit was titrated. actives 0.09% (n = 64,000); in the data active = a potency from the dose series; inactive = the rest, 99 in 100 with inhibition below about 22%;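 note: plate controls were vehicle for no effect and reference inhibitor for full effect; many of its hits are not listed in these tables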
PMK inhibit pilot replicates: recorded beside PMK inhibit, whose call it bears; inhibition, %; measured here: pilot screen replicates
Spn MK inh pilot replicates: recorded beside Spn MK inh, whose call it bears; inhibition, %; measured here: pilot screen replicates
Spn DPM-DC inh pilot screen %: recorded beside Spn DPM-DC inh, whose call it bears; inhibition, %; measured here: pilot screen trials
Starred values were filed as active, the others as inactive; i = inactive; nt = no result given. Cut-off read from the data, not from the text of the source, unless noted: active = cytotoxicity above about 50%; inactive = the rest. Only part of the results is shown, so the mix of outcomes need not match the whole.

SMILES	PMK inhibit	HPDE-C7 cytotoxicity	HT1080 cytotoxicity	Bfl-1 inhibitors	HPDE-C7K KRASV12	LYP inhibition	Spn MK inh	Spn DPM-DC inh	TNAP inhibition	others
Cc1ccc2c(c1)CNc1ccccc1O2	0.0	-7.5%	-10.3%	0.2%	1.1%	nt	8.0	i	12.9%
CSC1=NP(=S)(SC)N(C)c2nc3n(c21)CCC3 (stereo not drawn)	8.0	nt	15.0%	-5.0%	nt	nt	10.0	i	5.6%
CCOc1ccccc1-n1c(O)c(C=Nc2ccc(N(CC)CC)cc2)c(=O)[nH]c1=O	10.0	36.3%	17.5%	-14.2%	35.6%	-11.2%	2.0	i	14.5%
CN1C(=O)N(C)C(=O)C2(Cc3cc(N)ccc3N3CCN(c4ccccc4F)CC32)C1=O (stereo not drawn)	4.0	-14.3%	0.4%	-3.9%	-13.1%	nt	14.0	i	19.3%
Cc1ccccc1NC1=NCCCS1	8.0	-18.2%	1.2%	-3.9%	-8.8%	7.4%	0.0	i	13.6%	PMK inhibit pilot replicates=7.0;Spn MK inh pilot replicates=0.0;Spn DPM-DC inh pilot screen %=0.0
COC(=O)C1C2c3ccccc3OC1(C)N=c1s/c(=C/c3cnn(C)c3)c(=O)n12 (stereo not drawn)	15.0	-3.3%	-0.1%	6.5%	-2.6%	nt	3.0	i	12.1%
CSc1nnc(C2CCNCC2)n1C	10.0	-3.8%	11.4%	-3.9%	-11.4%	nt	11.0	i	4.3%
C[N+]1(C)CCN(c2ccccc2)CC1	7.0	-1.2%	9.0%	-1.5%	-15.1%	11.3%	7.0	i	15.1%	PMK inhibit pilot replicates=5.0;Spn MK inh pilot replicates=0.0;Spn DPM-DC inh pilot screen %=3.5
Cn1c(O)c(C=NC2C(=O)C3(C)CCC2C3(C)C)c(=O)n(C)c1=O (stereo not drawn)	7.0	-5.7%	2.4%	-5.7%	6.7%	10.5%	7.0	i	8.0%
CCCCOC(=O)C1=C(N)OC2=C(C(=O)CC(C)(C)C2)[C@]12C(=O)N(C)c1ccccc12	9.0	0.8%	-5.9%	0.5%	3.8%	2.6%	2.0	i	5.3%
CN1C2CCC1CC(OC(=O)CCN1CCCC1)C2 (stereo not drawn)	4.0	4.8%	-2.8%	2.0%	9.1%	6.6%	7.0	i	11.2%
CCOP1(=S)Oc2cc3c(cc2C(C(=O)OC)(C(F)(F)F)O1)OCO3 (stereo not drawn)	9.0	49.5%	-8.2%	0.3%	25.4%	7.1%	4.0	i	8.1%

5 compounds out of the list, ordered by number of heavy atoms, rising.
SMILES	PMK inhibit	HPDE-C7 cytotoxicity	HT1080 cytotoxicity	Bfl-1 inhibitors	HPDE-C7K KRASV12	LYP inhibition	Spn MK inh	Spn DPM-DC inh	TNAP inhibition	others
CSC1=NP(=S)(SC)N(C)c2nc3n(c21)CCC3 (stereo not drawn)	8.0	nt	15.0%	-5.0%	nt	nt	10.0	i	5.6%
Cn1c(O)c(C=NC2C(=O)C3(C)CCC2C3(C)C)c(=O)n(C)c1=O (stereo not drawn)	7.0	-5.7%	2.4%	-5.7%	6.7%	10.5%	7.0	i	8.0%
COC(=O)C1C2c3ccccc3OC1(C)N=c1s/c(=C/c3cnn(C)c3)c(=O)n12 (stereo not drawn)	15.0	-3.3%	-0.1%	6.5%	-2.6%	nt	3.0	i	12.1%
CCOc1ccccc1-n1c(O)c(C=Nc2ccc(N(CC)CC)cc2)c(=O)[nH]c1=O	10.0	36.3%	17.5%	-14.2%	35.6%	-11.2%	2.0	i	14.5%
CN1C(=O)N(C)C(=O)C2(Cc3cc(N)ccc3N3CCN(c4ccccc4F)CC32)C1=O (stereo not drawn)	4.0	-14.3%	0.4%	-3.9%	-13.1%	nt	14.0	i	19.3%

Next structures follow:
SMILES	PMK inhibit	HPDE-C7 cytotoxicity	HT1080 cytotoxicity	Bfl-1 inhibitors	HPDE-C7K KRASV12	LYP inhibition	Spn MK inh	Spn DPM-DC inh	TNAP inhibition	others
COc1ccc(C(=O)C(C)(C)NO)cc1	15.0	-9.5%	1.5%	-1.7%	-16.6%	5.7%	17.0	i	14.1%	PMK inhibit pilot replicates=9.0;Spn MK inh pilot replicates=2.0;Spn DPM-DC inh pilot screen %=1.0
CCOC(=O)c1ccc(N2C(=O)CC(N3CC=C(c4ccc(F)cc4)CC3)C2=O)cc1 (stereo not drawn)	0.0	-3.8%	15.5%	-5.6%	-5.0%	10.5%	0.0	i	4.2%
COc1ccc(C2C(C(=O)N3CCC4(CC3)OCCO4)c3cc(OC)c(OC)cc3C(=O)N2C)cc1 (stereo not drawn)	2.0	-0.2%	-12.7%	0.1%	8.6%	-3.7%	4.0	i	16.2%
CN(Cc1ccccc1)Cc1ccccc1OC(=O)N(C)C	14.0	2.0%	-3.2%	0.6%	-2.6%	nt	8.0	i	4.0%
Cc1nc2nc(C)c(CCC(=O)N3CCC4(CC3)OCCO4)c(C)n2n1	10.0	-10.0%	-9.0%	2.4%	0.8%	1.4%	2.0	i	8.3%
Cc1cccn2c(=O)c3cc(C(=O)N4CCC5(CC4)OCCO5)n(C)c3nc12	12.0	4.7µM*	44.2%	-0.2%	8.42µM*	14.4%	8.0	nt	4.4%
CC(=O)c1c(C)n(CC2CCCO2)c2ccc(O)cc12 (stereo not drawn)	9.0	9.0%	3.1%	-7.9%	3.3%	-3.7%	9.0	i	4.3%
Cc1ccc(S(=O)(=O)NCC2CCC(C(=O)N3CCC4(CC3)OCCO4)CC2)cc1 (stereo not drawn)	0.0	-2.5%	-3.4%	-1.5%	5.3%	2.4%	12.0	i	6.4%
Cc1[nH]c2ccccc2c1C1=CCNCC1	12.0	0.5%	-7.4%	-5.4%	19.8%	-1.6%	0.0	i	12.2%
Cc1[nH]c2ccccc2c1/C=N/O	9.0	13.3%	-15.9%	-1.4%	2.8%	nt	3.0	i	11.0%
C=Cn1ccnc1P(=S)(c1nccn1C=C)C1CCCCC1	10.0	4.6%	-4.0%	-2.6%	7.1%	nt	4.0	i	-3.6%
